Compound activity deposited in PubChem BioAssay by NCI.
Growth percent in the NCI-60 one-dose screen (48 h, 10 µM unless noted): 100 = growth as untreated, 0 = no growth, -100 = all killed.
CCRF-CEM: CCRF-CEM leukemia. hit rate 7% among 77,000
M14: M14 melanoma. AID 1794745. hit rate 6.2% among 80,000
MOLT-4: MOLT-4 leukemia cells; hit rate 6.9% among 80,000
A549/ATCC: A549/ATCC NSCLC | hit rate 3.7% among 81,000 | AID 1794740
EKVX: EKVX NSCLC | AID 1794765 | hit rate 3% among 71,000
RPMI-8226: RPMI-8226 leukemia cells | hit rate 7.5% among 77,000
HOP-62: HOP-62 NSCLC; hit rate 3.9% among 80,000; AID 1794735
HOP-92: HOP-92 NSCLC cells. hit rate 6.3% among 71,000
Active calls of the source: *; · = no result given; & = joins results of further samples; [ ] = another dose, or the depositor's remark. Rule for the calls: active = growth percent below 10; inactive = the rest. The order is random. About 13% of those tested had a hit in this group.

SMILES	CCRF-CEM	M14	MOLT-4	A549/ATCC	EKVX	RPMI-8226	HOP-62	HOP-92
Cc1ccc(/C=N\NC(=O)c2[nH]c3ccc(F)cc3c2-c2ccccc2)cc1	18	24	28	23	38	·	42	4.7*
c1ccc(-c2csc3[n+]2CCN3)cc1	103	97	103	101	98	103	101	101
CCCCCC1=C(C)C=C(C)CC1(C)CN(C)C (centres undefined)	120	100	86	85	103	106	91	64
CCCC/C=C/[C@@H]1C[C@H]1CCO	101	99	103	97	101	99	91	97
CC1=NN(c2nc(-c3c(O)cc(C)oc3=O)cs2)C(=O)/C1=C\c1cccc(O)c1O	95	104	93	110	109	99	99	98
O=C(NCc1ccccc1)Nc1ncccc1OCc1ccccc1Cl	88	90	72	82	92	84	99	66
Cc1cc(Cc2cc(C)c(N)cc2N)c(N)cc1N	97	101	73	85	109	93	88	91
CC1C(O)CCC2C1(C)CCC1C2(C)CCC2(C)C3CC(C)(C)CCC3(C)CCC12C (centres undefined)	88	97	97	98	105	97	101	99
CCCCCCCCCCCCCCC1(C(=O)O)CCOC1=O (centres undefined)	100	105	101	106	105	110	113	99
N#CC1(Nc2ccc([N+](=O)[O-])cc2)CCCC1	87	106	104	106	105	·	94	·
CC1=N/C(=C\c2ccc(F)cc2)C(=O)N1CCc1ccc(S(N)(=O)=O)cc1	89	98	101	102	101	96	96	97
Nn1c(C(Cl)(Cl)Cl)nn2c(=O)c3cnn(-c4ccccc4)c3nc12	100	94	98	101	98	99	98	93
Cc1cccc(NC(=O)c2ccc(Cl)c(Cl)c2)c1	102	98	86	96	87	90	96	96
CC(=O)Nc1ccc(NC(C)=O)cc1	91	103	98	101	94	93	96	98
Nc1nc(Nc2ccccc2)n[nH]1	98	96	106	35	96	97	92	·
COc1ccc(Nc2nnc(-c3cc(F)c(F)c(F)c3)o2)cc1	100	110	96	104	102	107	101	97
Cc1cc(C)c2cc3cccc[n+]3cc2c1	·	100	82	70	75	98	113	125
CCOC(=O)/C=C/c1c2c(c(OC)c3c1OCO3)[C@H]([C@H]1OC(=O)c3c1ccc(OC)c3OC)N(C)CC2	84	101	74	90	95	82	97	105
CCCCCCCCCCCCCCCCNC(=S)N/N=C/c1cc(Br)ccc1O	·	64	41	61	·	58	78	39
O=C(/C=C/c1ccccc1)Nc1ncc(Cc2ccccc2Cl)s1	16	8.2*	34	31	38	25	19	65
O=C(CNc1nc(-c2ccccc2)cs1)Nc1cccc(Cl)c1	26	34	7.4*	39	14	26	47	-5.4*
O=CC#Cc1ccccc1	94	104	76	103	120	111	110	·
O=c1c(O)c(-c2cccc(O)c2)oc2ccccc12	84	88	69	77	74	89	90	95
Cc1ccc(OC2=C(C#N)C(=N)N3C(=NN2)Sc2c(C)ccc(C)c23)cc1	95	109	89	99	91	105	100	·
Cc1ccc(C(=O)/C(Cl)=N/O)cc1	93	105	100	98	·	100	95	100

Record cards, as listed above. Order of screens: CCRF-CEM	M14	MOLT-4	A549/ATCC	EKVX	RPMI-8226	HOP-62	HOP-92
Listed for `Cc1cccc(NC(=O)c2ccc(Cl)c(Cl)c2)c1` → 102	98	86	96	87	90	96	96
Listed for `Cc1ccc(/C=N\NC(=O)c2[nH]c3ccc(F)cc3c2-c2ccccc2)cc1` → 18	24	28	23	38	·	42	4.7*
Listed for `Cc1cc(C)c2cc3cccc[n+]3cc2c1` → ·	100	82	70	75	98	113	125
Listed for `c1ccc(-c2csc3[n+]2CCN3)cc1` → 103	97	103	101	98	103	101	101
Listed for `CC1=N/C(=C\c2ccc(F)cc2)C(=O)N1CCc1ccc(S(N)(=O)=O)cc1` → 89	98	101	102	101	96	96	97

Next part:
SMILES	CCRF-CEM	M14	MOLT-4	A549/ATCC	EKVX	RPMI-8226	HOP-62	HOP-92
COC(=O)/C=C/C(=O)NC(N)=O	·	106	100	·	·	103	99	·
O=C1Nc2ccccc2/C1=C/c1cn(CC(O)CN2CCCCC2)c2ccccc12 (centres undefined)	124	102	90	92	97	109	96	85
COc1ccc(C2Nc3n[nH]c(N)c3-c3nc4ccccc4n32)cc1OC (centres undefined)	105	120	99	101	96	102	98	94
O=C(O)c1cccc(-c2ccc(/C=N/NC(=O)c3[nH]c4ccc(Br)cc4c3-c3ccccc3)s2)c1	31	48	45	69	35	54	53	60
COc1ccc(CSc2nnc(-c3cccs3)n2-c2ccccc2)cc1	98	102	86	95	87	99	101	75
COc1ccc2c(c1)CCCC21C(=O)Nc2ccccc21 (centres undefined)	98	109	76	95	104	97	96	99
CN(C)C(=O)c1cc2cnc(Nc3ccc(-c4csc5c(=O)cc(N6CCNCC6)oc45)cc3)nc2n1C1CCCC1	1.4*	27	4.5*	2.1*	40	-23*	21	31
COc1ccc(-c2cnc(N/N=C(\C)c3cc4ccccc4o3)s2)cc1	63	104	103	86	91	95	86	98
COC(=O)[C@]1(C)CC[C@]2(C)CC[C@]3(C)C(=CC(=O)[C@@H]4[C@@]5(C)CCC(=O)NC(C)(C)[C@@H]5CC[C@]43C)[C@@H]2C1	-25*[100 µM]	-39*[100 µM]	-21*[100 µM]	9.5*[100 µM]	-45*[100 µM]	-44*[100 µM]	-71*[100 µM]	-86*[100 µM]
CCCCN(CCCC)CCCNc1c2c(nc3cc(Cl)ccc13)CCCC2	78	99	72	96	81	76	80	29
CC1(C)OC2C(COC(=O)c3ccc([N+](=O)[O-])cc3)OC(NC(=O)N(CCCl)N=O)C2O1 (centres undefined)	99	100	115	102	100	103	88	97
COc1cc(C=Nc2oc(-c3ccccc3)c(-c3ccccc3)c2C#N)cc(CN2CCCCC2)c1O	101	109	87	105	95	100	98	103
Cc1nn(-c2ccc(F)cc2)c2ncnc(N3CCN(c4ccc(Cl)cc4)CC3)c12	109	101	93	103	79	108	96	84
Cc1nc2sc(C(=O)Nc3cccc(Br)c3C)c(N)c2cc1C(O)c1ccccc1 (centres undefined)	17	9.8*	12	9.6*	40	2.8*	21	24
O=C(N/N=C/c1c(Cl)cccc1Cl)c1cccnc1Nc1cccc(C(F)(F)F)c1	19	37	32	51	18	3.2*	40	15
CC(O)CC(C)(C)NC(=O)C(C)O (centres undefined)	106	106	106	110	93	109	109	84
COc1ccc2nc(N3CN(c4cc(OC)c(OC)c(OC)c4)c4ncccc4C3=O)sc2c1	·	81	·	62	88	86	65	77
CC(C)(C)n1cc(-c2ccnc(NCCNS(=O)(=O)c3ccccc3)c2)c(-c2cccc(F)c2)n1	113	104	91	93	85	80	102	·
COc1ccc(/C=C(/C(=O)n2cnc3ccccc32)c2cc(OC)c(OC)c(OC)c2)cc1	81	85	81	85	104	86	85	83
CCCCCOC(=O)c1cccc([N+](=O)[O-])c1	103	111	·	104	107	105	105	109
O=C(O)C(Br)C(Cl)c1ccccc1 (centres undefined)	99	105	106	97	102	100	·	81
O=C(NC1C(O)OC(CO)C(O)C1O)NS(=O)(=O)c1ccc(CCNC(=O)c2cccc(Cl)c2)cc1 (centres undefined)	97	105	102	100	94	105	101	110
Nc1nnc(-c2c[nH]c3ncccc23)c(-c2c[nH]c3ccc(Br)cc23)n1	40	50	13	59	53	39	49	55
Cc1c(Br)cccc1NC(=O)c1sc2nc3c(cc2c1N)CN(Cc1ccccc1)CC3	3.9*	0.6*	10	21	34	4.4*	-2.4*	30
CC(=O)n1cc(-c2c[nH]c3ccccc23)c(-c2ccc(O)cc2)n1	45	96	68	94	·	100	102	87
SMILES	CCRF-CEM	M14	MOLT-4	A549/ATCC	EKVX	RPMI-8226	HOP-62	HOP-92
O=C(c1cc2ccccc2[nH]1)N(CC(F)(F)F)C1CCC(NCc2ccccc2)CC1 (centres undefined)	93	90	93	79	96	89	77	48
CSCC1OC(n2cnc3c(N)ncnc32)C(O)C1O (centres undefined)	113	99	93	·	98	·	91	·
O=C(CNc1nc2ccccc2s1)Nc1ccc(-c2nc3ccccc3s2)cc1	111	115	84	100	110	107	104	100
O=C(Cn1cc(-c2ccc(F)cc2)nn1)Nc1nc2ccccc2s1	·	94	102	104	93	100	102	102
COc1cc(C(=O)n2nc(-c3cc(OC)c(OC)c(OC)c3)nc2N)cc(OC)c1OC	97	90	81	98	91	92	86	82
CCOC(=O)C1CCN(S(=O)(=O)c2ccc(Oc3ccc(S(=O)(=O)N4CCC(C(=O)OCC)CC4)cc3)cc2)CC1	85	99	95	107	94	81	99	88
C=CCSSSSCC=C	·	93	·	92	104	125	75	145
CC(=O)c1cc2c(N)c(C(=O)Nc3ccc4c(c3)OCCO4)sc2nc1C	104	112	99	106	102	98	135	111
COc1ccc(NC(=O)c2nc(-c3cc(OC)c(OC)c(OC)c3)n(-c3ccc(OC)cc3)n2)cc1	84	103	79	88	88	89	86	73
OC(CNc1ncccn1)(c1ccccc1)c1ccccc1	113	91	100	99	101	89	92	100
COc1ccc(S(=O)(=O)N2C(=O)N[C@H](OC)[C@H]2OC)c(OC)c1	44	103	102	96	88	108	98	101
CC(C)Nc1ccc(Nc2ccc(NC(C)C)cc2)cc1	59	72	30	41	31	18	76	73
CC(Oc1ccc(C(=O)O)cc1C(F)(F)F)c1ccc(Oc2cccnc2)cn1 (centres undefined)	106	95	110	99	99	101	104	106
COc1ccc(Cc2nn(Cc3nnc(Nc4ccccc4)s3)c(=O)c3c(C)noc23)cc1	68	·	49	88	77	69	87	82
Cn1c(C#N)ccc1-c1cc(F)cc(C(=O)NC2CCCC2)c1	98	97	95	104	108	91	101	101
C[C@H]1C[C@@H]2[C@H]([C@@H](O)C[C@@]3(C)[C@H]2CC[C@]3(O)C(=O)CO)[C@@]2(C)CCC(=O)C=C12	58	80	·	50	48	77	69	84
Cc1nnc2ncccn12	·	108	79	97	82	122	104	101
CN(C)CC(=O)Nc1ccc(Cn2nnc3c2C(=O)c2nnn(Cc4ccc(NC(=O)CN(C)C)cc4)c2C3=O)cc1	-33*	-89*	·	-60*	·	-34*	-67*	-54*
O=C(Nc1ccc(CN2CCc3nc4cc(O)c(O)cc4cc32)cc1)Nc1ccc(Cl)c(C(F)(F)F)c1	97	99	77	103	·	99	83	·
Cc1ccc(S(=O)(=O)N(CCn2ccnc2[N+](=O)[O-])CCn2ccnc2[N+](=O)[O-])cc1	100	98	100	102	95	102	108	106
Nc1ccc2c(c1)C(=O)c1ccc(Br)cc1-2	89	108	88	·	86	100	108	69
COc1cc(C(=O)c2c(N)ncn2-c2ccccc2)cc(OC)c1OC	93	96	109	106	102	136	77	96
C=CCc1c(C)[nH]c2ccccc2c1=O	93	94	96	98	·	100	108	120
COc1ccc2nc(N/N=C(\C)c3ccccn3)cc(C)c2c1	-37*	-79*	-50*	·	-84*	-25*	2.8*	7.2*
COc1cc(/C=N/NC(=O)COc2ccc3c(C)c(Cc4ccccc4)c(=O)oc3c2C)cc(OC)c1OC	92	95	86	83	93	75	·	90

Part of the list above, as comma-separated lines:
SMILES,CCRF-CEM,M14,MOLT-4,A549/ATCC,EKVX,RPMI-8226,HOP-62,HOP-92
Cc1cc(Cc2cc(C)c(N)cc2N)c(N)cc1N,97,101,73,85,109,93,88,91
CC1C(O)CCC2C1(C)CCC1C2(C)CCC2(C)C3CC(C)(C)CCC3(C)CCC12C (centres undefined),88,97,97,98,105,97,101,99

Remaining list, next part
SMILES	CCRF-CEM	M14	MOLT-4	A549/ATCC	EKVX	RPMI-8226	HOP-62	HOP-92
C/C(=N\Nc1ccc(S(N)(=O)=O)cc1)c1cc2cc(Br)ccc2o1	105	106	103	93	106	117	124	125
O=S(=O)(Nc1ncccn1)c1ccc(NO)cc1	98	·	103	108	89	125	·	81
COc1c(B(O)O)cc(F)cc1-c1nc2ccc3[nH]ncc3c2c2c1COCC2	19	114	53	92	75	32	50	18
Fc1ccc(-c2cn3nc(-c4c[nH]c5ccc(Br)cc45)sc3n2)cc1	76	78	63	79	64	99	68	82
CCOC(=O)/C(C#N)=C\c1ccc([N+](=O)[O-])o1	50&110	80&92	50&103	98&106	91&98	91&105	101	93&87
Oc1c(Cl)cc(Cl)cc1C=NCCSc1ccc(Cl)cc1	66	77	49	109	80	79	85	57

Quoted at random: 2 records from the list, in no set order.
SMILES	CCRF-CEM	M14	MOLT-4	A549/ATCC	EKVX	RPMI-8226	HOP-62	HOP-92
CCCCCCCCCCCCCCC1(C(=O)O)CCOC1=O (centres undefined)	100	105	101	106	105	110	113	99
C=CCc1c(C)[nH]c2ccccc2c1=O	93	94	96	98	·	100	108	120

Some of the entries so far, with two lines to a compound:
Sequence of screens – CCRF-CEM | M14 | MOLT-4 | A549/ATCC | EKVX | RPMI-8226 | HOP-62 | HOP-92
Nc1nnc(-c2c[nH]c3ncccc23)c(-c2c[nH]c3ccc(Br)cc23)n1
    40 | 50 | 13 | 59 | 53 | 39 | 49 | 55
Cc1c(Br)cccc1NC(=O)c1sc2nc3c(cc2c1N)CN(Cc1ccccc1)CC3
    3.9* | 0.6* | 10 | 21 | 34 | 4.4* | -2.4* | 30
CC(=O)n1cc(-c2c[nH]c3ccccc23)c(-c2ccc(O)cc2)n1
    45 | 96 | 68 | 94 | · | 100 | 102 | 87
O=C(c1cc2ccccc2[nH]1)N(CC(F)(F)F)C1CCC(NCc2ccccc2)CC1 (centres undefined)
    93 | 90 | 93 | 79 | 96 | 89 | 77 | 48
CSCC1OC(n2cnc3c(N)ncnc32)C(O)C1O (centres undefined)
    113 | 99 | 93 | · | 98 | · | 91 | ·
O=C(CNc1nc2ccccc2s1)Nc1ccc(-c2nc3ccccc3s2)cc1
    111 | 115 | 84 | 100 | 110 | 107 | 104 | 100
